# High-throughput results from PubChem BioAssay.
# KDM5B inh: Primary screen for KDM5B Histone Demethylases FDH-coupled qHTS. AID 1347165, 2019. Lysine-specific demethylase 5B (Homo sapiens), Q9UGL1. KDM5B demethylase, FDH-coupled NADH fluorescence (FDH is formaldehyde dehydrogenase). Potency, µM (doses to about 57.7 µM), for inactives: at the top dose activity change, negative = inhibition, hits mostly inhibitors. actives 2.6% (n = 220,000); active = well fitted inhibition curve with a large enough effect; inconclusive = small, poorly fitted or top-dose-only effect; inactive = no such curve, though single readings can be large or run the other way; also: 0% is about no effect; nearly all actives have a fitted effect of over 70% in size
# Target sequence (Q9UGL1 whole entry, looked up): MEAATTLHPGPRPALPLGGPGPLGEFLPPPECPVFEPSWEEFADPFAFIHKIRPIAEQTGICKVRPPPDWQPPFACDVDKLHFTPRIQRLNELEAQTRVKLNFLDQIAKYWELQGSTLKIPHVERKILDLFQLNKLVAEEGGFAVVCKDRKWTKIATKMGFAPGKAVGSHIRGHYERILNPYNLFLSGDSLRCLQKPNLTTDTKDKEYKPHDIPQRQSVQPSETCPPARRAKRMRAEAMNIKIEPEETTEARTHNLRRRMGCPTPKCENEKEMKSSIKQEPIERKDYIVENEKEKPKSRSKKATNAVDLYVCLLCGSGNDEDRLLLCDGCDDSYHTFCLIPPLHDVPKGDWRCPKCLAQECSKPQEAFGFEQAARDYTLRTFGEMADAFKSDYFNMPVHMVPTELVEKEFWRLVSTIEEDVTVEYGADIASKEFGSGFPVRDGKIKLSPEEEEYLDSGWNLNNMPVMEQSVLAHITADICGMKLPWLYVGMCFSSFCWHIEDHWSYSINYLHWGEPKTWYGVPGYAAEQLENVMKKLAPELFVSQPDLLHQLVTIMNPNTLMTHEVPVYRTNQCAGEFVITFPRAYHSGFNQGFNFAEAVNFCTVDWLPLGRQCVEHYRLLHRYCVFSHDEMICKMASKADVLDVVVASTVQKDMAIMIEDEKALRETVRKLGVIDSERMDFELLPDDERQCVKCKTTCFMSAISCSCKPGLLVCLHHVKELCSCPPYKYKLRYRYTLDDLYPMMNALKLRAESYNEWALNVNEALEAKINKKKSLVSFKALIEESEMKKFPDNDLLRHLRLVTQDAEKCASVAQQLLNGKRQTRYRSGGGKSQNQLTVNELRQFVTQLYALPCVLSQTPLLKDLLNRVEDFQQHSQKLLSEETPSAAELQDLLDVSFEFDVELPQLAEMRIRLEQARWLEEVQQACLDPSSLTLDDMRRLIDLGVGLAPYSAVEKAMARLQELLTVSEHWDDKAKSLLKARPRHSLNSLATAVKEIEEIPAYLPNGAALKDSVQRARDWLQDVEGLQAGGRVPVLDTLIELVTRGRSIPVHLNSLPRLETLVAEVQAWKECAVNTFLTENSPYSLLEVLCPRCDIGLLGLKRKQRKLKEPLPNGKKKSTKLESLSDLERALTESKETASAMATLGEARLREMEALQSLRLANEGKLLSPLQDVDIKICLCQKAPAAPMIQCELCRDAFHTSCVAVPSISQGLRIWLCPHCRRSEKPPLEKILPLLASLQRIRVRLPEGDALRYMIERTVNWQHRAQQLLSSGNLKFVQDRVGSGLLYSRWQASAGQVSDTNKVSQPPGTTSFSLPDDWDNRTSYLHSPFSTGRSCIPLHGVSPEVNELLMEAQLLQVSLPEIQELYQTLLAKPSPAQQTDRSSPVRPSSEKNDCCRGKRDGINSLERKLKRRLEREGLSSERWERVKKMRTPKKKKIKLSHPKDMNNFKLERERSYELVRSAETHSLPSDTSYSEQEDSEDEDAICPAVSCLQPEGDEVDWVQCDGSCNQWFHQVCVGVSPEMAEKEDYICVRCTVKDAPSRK
#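 Coupled FDH/NAD⁺ fluorescence readout. KDM5BΔAP 200 nM final; compound titration, 10 min RT preincubation; substrate mix 12.5 µM H3K4me3, 25 µM 2-OG, 50 µM Fe(II), 100 µM ascorbate, 0.25 mM NAD⁺, 0.25 U/mL FDH; ΔRFU over 30 min.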
# Active calls of the source: *; ? = inconclusive; [ ] = another dose, or the depositor's remark. Potency is read from the fitted curve at half-maximal effect. These rows are one share of the data; rates above refer to the full screens.
SMILES,KDM5B inh
Cc1oc(-c2ccccc2)nc1C(=O)OCC(=O)NCc1ccccc1,-9.8%
COc1ccc(Cl)cc1C(=O)NC1CCCN(c2cc(-c3ccccc3)[nH]n2)C1 (configuration not stated),-28.6%
O=C(CCc1ccc(S(=O)(=O)N2CCOCC2)cc1)Nc1c(F)cccc1F,21.4%
Cc1nc(-c2cc(-c3nc(-c4cc(C(F)(F)F)cc(C(F)(F)F)c4)no3)no2)cs1,-11.2%
COc1cc(/C=C(/C#N)c2ccc(Cl)cc2)ccc1OC(C)C,-1.7%
COc1cccc(/C=C/C(=O)NCC(F)(F)F)c1,482.8%[activator]
CCn1c(CNC(=O)C23CC4CC(CC(C4)C2)C3)nnc1SCC(=O)Nc1ccc(F)cc1,13.8%
CN1C(=O)c2ccc(NC(=O)C[C@H]3NC(=O)c4ccccc4NC3=O)cc2C1=O,25.1µM*
CN(CC(=O)NCc1ccc2c(c1)OCO2)CC(=O)Nc1ccc(F)c(F)c1F,15.8%
CCc1cccc2c(C(CC(=O)NCCc3ccccc3)c3ccc(OC)c(OC)c3)c[nH]c12 (configuration not stated),?
O=C(c1ccc(Cl)cc1)N1CCC2(CC1)CC(Cc1ccccc1)=NO2,-15.7%[115 µM]
CCc1cc(=O)oc2cc(C)cc(OCC(C)=O)c12,?
CCN(C(=O)CN(C)S(=O)(=O)c1cc2c(cc1C)NC(=O)C(C)O2)c1cccc(C)c1 (configuration not stated),6.8%
COc1cc(OC)c(C(=O)N/N=C/c2ccoc2)cc1OC,-7.4%
O=C(CSc1nc2ccccc2o1)Nc1cccc(Cl)c1,-4.0%
CC(C)(CNC(=O)NCC1CC=CCC1)C(N)=O (configuration not stated),12.6%
CCCc1nc2nc(C)[nH]n2c(=O)c1NC(=O)Nc1cccc(C(F)(F)F)c1,-4.5%
CN(Cc1ccccc1)C(=O)c1cn(C)c2ccc(S(=O)(=O)N3CCCCC3)cc2c1=O,-22.3%
Cc1ccc(C)c2c(C)c(C(=O)O)oc12,1.1%
S=c1[nH]c(-c2ccc(Cl)cc2)cs1,-23.1%
CNC(=O)[C@@H]1CN(C(=O)c2cnn(C)c2)C[C@H]1COC,7.8%
Cc1oc(-c2cccc(Br)c2)nc1CN1CCC(C(=O)NCc2ccccc2)CC1,-20.3%
Cc1cc(S(=O)(=O)N2CCCOC2CNC(=O)C(=O)NCCc2ccco2)ccc1F (configuration not stated),-5.4%
COc1ccc(-c2nc(CS(=O)CC(=O)N3CCN(C)CC3)c(C)o2)cc1 (configuration not stated),-13.9%
Cc1cccc(OCC(=O)N2CC3CC(C2)[C@H]2CCCC(=O)N2C3)c1 (some centres not stated),27.3%
CCN(C(=O)CC1COc2ccc(C(=O)N(C)C)cc2N1C)C1CCOCC1 (configuration not stated),-21.6%
Cc1ccc(NC(=O)c2ccc(C(F)(F)F)cc2)c(F)c1,41.9%[activator]
Cc1ccc(C(=O)NCc2nc(C)cs2)cn1,9.7%
CC(C)(C)c1csc(NC(=O)c2ccc3c(c2)OCCN(C2CCC2)C3)n1,?
Cc1ccc(-n2nnnc2SCCCn2c(=O)c3c(ncn3C)n(C)c2=O)cc1C,-11.3%

# Quoted from above, 3 compounds:
SMILES,KDM5B inh
Cc1ccc(C(=O)NCc2nc(C)cs2)cn1,9.7%
CC(C)(C)c1csc(NC(=O)c2ccc3c(c2)OCCN(C2CCC2)C3)n1,?
Cc1ccc(-n2nnnc2SCCCn2c(=O)c3c(ncn3C)n(C)c2=O)cc1C,-11.3%

# New compounds follow:
SMILES,KDM5B inh
Cn1c(NCc2ccccc2)nc2c1c(=O)n(Cc1ccccc1)c(=O)n2C,-1.8%
Cc1ccc(NC(=O)C2CCCN2S(=O)(=O)c2ccc3nc(-c4ccccc4)[nH]c3c2)cc1C (configuration not stated),?
CC(C)c1noc(CCC(=O)NC(C)c2ccccn2)n1 (configuration not stated),-4.8%
COc1ccc(CN2CCC(N3CCCNC3=O)CC2)cc1,-12.7%[86.2 µM]
C=CCNC(=S)NNC(=O)Cc1ccccc1,0.8%
O=C(O)Cc1ccc(NS(=O)(=O)c2ccc(C3CCCCC3)cc2)cc1,18.0%
COC(=O)c1sc2nc(C)nc(SCC(=O)Nc3sccc3C(N)=O)c2c1C,22.6%
CCN(CC)S(=O)(=O)c1ccc(N2CCCC2)c(NS(=O)(=O)c2ccccc2)c1,5.0%
O=C1Nc2ccccc2CC12CCN([S+](=O)([O-])c1ccccc1)C2 (configuration not stated),24.8%
CCN(CC)C(=O)c1cc2c(s1)CCC(C(=O)NC)C2 (configuration not stated),28.9%
CCOc1ccc(NC(=O)C(C#N)=C2CCC(C)CC2)cc1 (configuration not stated),10.2%
O=C(O)c1cc(-c2ccccc2)nc2cc(Br)ccc12,-8.5%
Cc1ccc(S(=O)(=O)N2CC[C@H](c3nnc(-c4ccccc4)o3)C2)cc1,-28.3%[86.2 µM]
Cc1cccc(C)c1NC(=O)CN(C)C(=O)CSc1ccc(F)c(F)c1,-6.5%
CCn1c(CCc2cccc(NC(=O)c3ccc(C#N)cc3)c2)nc2ccccc21,-4.7%
COc1cccc(C(=O)N2CCC3(CC2)N(C)C(=O)CS3(=O)=O)c1,3.4%
COc1ccc2[nH]c(=O)c(CN(C)S(=O)(=O)c3ccc(C)cc3)cc2c1,-4.9%
CC(C)c1nc(N2CCN(C(=O)C(=O)N3CCOCC3)CC2)c(C#N)c2c1CCCC2,?
N#CC(C#N)=Cc1cc(-c2ccccc2)n(-c2ccccc2)c1-c1ccccc1,-2.5%
CCOC(=O)C(NC(=O)CC)(Nc1ccccc1F)C(F)(F)F (configuration not stated),16.4%
FC(F)(F)c1cnc(Sc2nnc(C3CC3)n2-c2ccccc2)c(Cl)c1,16.4%
Cc1ccc(CNC(=O)c2cc3c(C)nn(C)c3s2)cc1,-4.1%
CC12CCC(C(=O)NCCCN3CCOCC3)(C(Br)C1=O)C2(C)C (configuration not stated),-26.6%
COc1cc(SC)ccc1C(=O)N[C@H]1CCN2C(=O)[C@H](CC3CCCCC3)NC(=O)[C@@H]2C1,-10.1%
COC(=O)c1ccc(NC(=S)N2CCN(C(=O)c3ccco3)CC2)cc1,-4.0%
CCCN1CCCCC12Cc1ccccc1CN([S+](C)(=O)[O-])C2 (configuration not stated),?
Cc1nc(C)c(-c2ccn(S(=O)(=O)c3ccc(Cl)cc3)n2)o1,-2.8%
Cc1cc(C)c(C(=O)OCC(=O)N2CCN(S(=O)(=O)c3ccc4ccccc4c3)CC2)c(C)c1,8.7%
N#Cc1ccc(COC(=O)COc2ccc(C3SCCCS3)cc2)cc1,1.2%
CCOC(=O)Nc1ccc(NS(=O)(=O)c2cc(F)cc(F)c2)cc1,16.6%
O=C(Nc1cccc2cccnc12)c1cccc(S(=O)(=O)N2CCN(c3ccccc3)CC2)c1,2.6%
CCOc1ccccc1CN1CCN(c2ncccc2C#N)CC1CCO (configuration not stated),?
CCCCNC(=O)CCCN1C(=O)COc2ccc(C(C)(C)CC)cc21,-2.8%
Cc1cccc(CN2CCCC3(CCN(c4cc(C)nc(N)n4)C3)C2=O)c1 (configuration not stated),15.1%
O=C(Oc1ccc(Br)cc1Cl)c1ccc(CSc2ccc(Cl)cc2)cc1,15.2%
Cc1cccc(Cn2nc(C)c(NC(=O)c3cc(-c4ccccc4)on3)c2C)c1,17.5%
CC(=O)Nc1ccccc1OCc1cccc(C)c1,1.8%
Cc1ccc(CSCCC(=O)NCc2ccc(F)cc2Cl)cc1,?
Cc1cc(C)c(S(=O)(=O)N(CC(=O)O)Cc2ccc(Cl)cc2)c(C)c1,5.3%
CCCSc1ncc(Cl)c(C(=O)Nc2scc(-c3ccc(C)cc3)c2C(=O)OCC)n1,-1.7%
O=C(NCc1ccccc1OC(F)F)c1ccccc1-n1cnnn1,-7.7%
NC(=O)[C@H](Cc1ccc(O)cc1)NC(=O)C1=C[C@@H](NC(=O)CC2(CC(=O)O)CCCC2)[C@@H](O)[C@H](O)C1,-26.3%
CCCCn1nc(C(=O)Nc2ccc(OCC(=O)N(C)C)cc2)c2ccccc2c1=O,12.0%
COC[C@@H]1CN(Cc2cnn(C)c2C)C[C@H]1c1ccncc1,-6.9%
COCC1CCN(Cc2cc3ccc(OC)cc3nc2-c2cccc(C)c2)C1 (configuration not stated),?
Cc1ccc(NC(=O)Nc2cnccn2)c(C)c1,-1.5%
O=C1NCN(Cc2ccc(Cl)cc2)C12CCN([S+](=O)([O-])c1ccccc1)CC2,-1.8%
Cc1ccc(CCNC(=O)C2COc3ccccc3C2)cc1 (configuration not stated),-17.6%
CCOC(=O)N1CCC2(CC1)OC(=O)C(C)=C2C(=O)NCc1cccc(F)c1,1.4%
CC(=O)Nc1ccc(NS(=O)(=O)c2c(C)nc3sccn3c2=O)cc1,-8.2%
# Additional records
SMILES,KDM5B inh
Clc1ccccc1C1(c2ccnc(CC3CC3)n2)CCNCC1,-1.8%
CCNC(=O)c1cccnc1OC1CCN(C(=O)c2cc(F)ccc2F)C1 (configuration not stated),-9.9%
O=C(c1cnc2c(c1)N([S+](=O)([O-])c1cccnc1)CCC2)N1CCC(c2ccccc2)CC1,?
CCCn1cc(C(=O)N2CC(=O)N(c3cccc(C)c3)CC2C)c(C)n1 (configuration not stated),-7.9%
COc1ccccc1NC(=O)Cn1c(=O)c(CNc2ccccc2)cc2cc(OC)c(OC)cc21,?
CN(C(=O)/C=C/c1cccc(Cl)c1)C1(c2ccccc2Cl)CCCCC1=O (configuration not stated),8.5%
COc1ccc(-c2cc(C(=O)OC(C)C)c3ccccc3n2)cc1,?
Cc1ccc(NC(=O)C2CCCCC2)cc1,6.3%
CCOC(=O)C1C(c2ccc(O)c(OCC)c2)NC(=O)NC1(O)C(F)(F)F (configuration not stated),9.2%
CCOC(=O)c1cccc(NC(=O)CCc2c(C)nc3c4cccnc4nn3c2C)c1,?
CCOC(=O)COc1nc(C(C)C)c2c(c1C#N)CCCC2,-5.9%
COc1ccccc1N1CCN(C(=O)c2cc(CC(C)C)on2)CC1,19.9%
CCn1cc(S(=O)(=O)N2CC(N(C)Cc3cccnc3)C2)cn1,-9.5%
O=C(c1cccs1)N1CCC2(CC1)CC(N(C(=O)c1ccccc1)C1CC1)CCO2 (configuration not stated),6.8%
CCCn1c2ccccc2c2cnn(CC(=O)N3CCCC(C)C3)c(=O)c21 (configuration not stated),?
O=c1oc2ccc3ccccc3c2cc1-c1csc(Nc2ccccc2F)n1,?
Cc1ccc(NC(=O)Cn2ccn3nc4c(c3c2=O)CC(C)CC4)cc1Cl (configuration not stated),-24.3%
COc1ccc(-c2ccc3ncc(Nc4cccc(C(F)(F)F)c4)n3n2)cn1,?
CCOC(=O)c1c(NC(=O)COC(=O)c2ccccc2NC)sc(C(=O)N(C)C)c1C,?
Cc1ccc(NC(=O)Cn2c(CCC(=O)O)ccc2-c2cccs2)cc1Cl,?
O=C(CN1CCCCC1)N1CCCN(S(=O)(=O)c2ccccc2)C1c1ccccc1 (configuration not stated),13.0%
Cn1c(CNC(=O)C2CCN(C(=O)N3CC4CC(C3)[C@H]3CCCC(=O)N3C4)CC2)nc2ccccc21 (some centres not stated),-7.8%
COc1ccc(F)c(CN2CCCC(O)(CN3CCOC(C)(C)C3)C2=O)c1 (configuration not stated),16.6%
CCC(=O)Nc1nnc(SCc2cc(=O)c3cc(C)ccc3[nH]2)s1,-29.7%
COc1ccc(OC)c(/C=N/NC(=O)CCC(=O)Nc2cccc(Cl)c2)c1,?
Cc1cc(N2CCN(C)CC2)nc2ccc(NC(=O)Nc3ccc(Cl)cc3)cc12,?
Cc1cc(-c2csc(N)n2)c(C)n1-c1c(C)n(C)n(-c2ccccc2)c1=O,-6.1%
CC(=O)c1ccc(N2CCN(CC(O)COC(c3ccccc3)c3ccccc3)CC2)cc1 (configuration not stated),?
Cc1ccc(-c2csc(Nc3cc(C)ccc3C)n2)cc1,10.3%
CCOc1ccc(C(=O)Nc2cc(-c3nc4cc(OC)ccc4o3)ccc2C)cc1[N+](=O)[O-],?
C[C@@H](c1ccccc1)N(C)C(=O)c1cn(Cc2cccc(C(F)(F)F)c2)nn1,0.0%
CCCCCCNc1nc2c(c(=O)[nH]c(=O)n2C)n1CCCc1ccccc1,-6.8%
O=C(CCc1nc(CSc2n[nH]c(-c3cccc(F)c3)n2)no1)Nc1cccc2ccccc12,-10.5%
CCCCN1C(=O)c2[nH]nc(-c3ccccc3O)c2C1c1ccc(OCc2ccccc2)c(OC)c1 (configuration not stated),-16.8%
Cc1cc(C(=O)CCC(=O)N2CCN(c3ccccc3O)CC2)c(C)s1,-10.2%
CCOC(=O)c1[nH]c2ccccc2c1NC(=O)c1ccc(Br)cc1,?
Cn1c(SCC(=O)O)nnc1-c1ccc(NC(=O)c2ccc(Cl)c(Cl)c2)cc1,19.7%
Cc1noc(C)c1-c1cnc(Nc2ccncc2)c2c1CCO2,?

# Arranged by heavy-atom count (rising): some entries from above
SMILES,KDM5B inh
Cc1ccc(-c2csc(Nc3cc(C)ccc3C)n2)cc1,10.3%
Cc1noc(C)c1-c1cnc(Nc2ccncc2)c2c1CCO2,?
CCOC(=O)c1[nH]c2ccccc2c1NC(=O)c1ccc(Br)cc1,?
Cc1cc(C(=O)CCC(=O)N2CCN(c3ccccc3O)CC2)c(C)s1,-10.2%
CCCCCCNc1nc2c(c(=O)[nH]c(=O)n2C)n1CCCc1ccccc1,-6.8%
O=C(CCc1nc(CSc2n[nH]c(-c3cccc(F)c3)n2)no1)Nc1cccc2ccccc12,-10.5%
CCCCN1C(=O)c2[nH]nc(-c3ccccc3O)c2C1c1ccc(OCc2ccccc2)c(OC)c1 (configuration not stated),-16.8%
